CHT allo act – allosterically activates the human high affinity choline transporter | Q9GZV3 | CHT-expressing cells, membrane potential dye, choline EC20; hits give high values; LV-AA mutant CHT in HEK293 cells | B-score at 10 µM | 310,000 tested, 0.49% active;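 active = initial fluorescence not abnormally high and integrated response B-score, plate-corrected, over 3 SD above library mean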
Target sequence (Q9GZV3 whole entry, looked up): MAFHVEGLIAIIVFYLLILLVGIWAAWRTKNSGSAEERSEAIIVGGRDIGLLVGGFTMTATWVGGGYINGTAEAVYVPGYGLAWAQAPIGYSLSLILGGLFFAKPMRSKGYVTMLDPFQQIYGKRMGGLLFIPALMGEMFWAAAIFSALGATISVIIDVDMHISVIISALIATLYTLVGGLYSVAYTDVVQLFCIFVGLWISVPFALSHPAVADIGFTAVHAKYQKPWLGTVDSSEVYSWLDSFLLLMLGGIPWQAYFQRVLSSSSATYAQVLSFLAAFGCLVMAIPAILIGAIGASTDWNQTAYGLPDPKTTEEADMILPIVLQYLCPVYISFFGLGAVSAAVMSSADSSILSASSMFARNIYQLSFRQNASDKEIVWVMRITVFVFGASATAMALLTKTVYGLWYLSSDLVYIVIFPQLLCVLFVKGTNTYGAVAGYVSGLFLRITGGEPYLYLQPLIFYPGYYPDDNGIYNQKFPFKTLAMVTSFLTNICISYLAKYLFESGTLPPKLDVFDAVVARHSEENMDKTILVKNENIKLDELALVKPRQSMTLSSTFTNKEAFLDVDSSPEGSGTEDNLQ
CHT inh – inhibits the human high affinity choline transporter. B-score at 10 µM. 310,000 tested, 0.86% active. AID 488975. Q9GZV3. CHT-expressing cells, membrane potential dye, choline response; hits give low values;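 active = B-score over 3 SD under the library average, and starting fluorescence ratio not unusually high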;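 note: choline stimulus applied at its EC90 after an EC20 pre-addition; B-score computed on integrated fluorescence ratio after choline addition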
* marks the source's active call; other numbers are inactive results; i = inactive.

Preview (four entries):
Screens in order: CHT allo act	CHT inh
- CCc1ccc2nc(N3C(=O)C(O)=C(C(=O)c4ccco4)C3c3cccs3)sc2c1 (configuration not stated)
 : i	i
- CCN(CC)CCCN=C(C)C1=C(O)c2ccccc2C1=O
 : i	i
- CCc1cc2c(=O)c(-c3nc4ccccc4[nH]3)coc2cc1OC(=O)N1CCOCC1
 : i	i
- O=C(NCc1ccncc1)c1ccc(NS(=O)(=O)c2ccccc2)cc1
 : i	i

This part in full, from the start:
Screens in order: CHT allo act	CHT inh
- CCc1ccc2nc(N3C(=O)C(O)=C(C(=O)c4ccco4)C3c3cccs3)sc2c1 (configuration not stated)
 : i	i
- CCN(CC)CCCN=C(C)C1=C(O)c2ccccc2C1=O
 : i	i
- CCc1cc2c(=O)c(-c3nc4ccccc4[nH]3)coc2cc1OC(=O)N1CCOCC1
 : i	i
- O=C(NCc1ccncc1)c1ccc(NS(=O)(=O)c2ccccc2)cc1
 : i	i
- Clc1ccc(C2=CSC3=NCCN23)c(Cl)c1
 : i	i
- COc1ccc(NC(=S)N(CCO)Cc2ccccc2)cc1
 : i	i
- O=C(NCC(=O)N1CCCC1)c1ccccc1F
 : i	i
- O=C(c1cc(-c2ccccc2Cl)on1)N1CCN(C(=O)c2ccco2)CC1
 : i	i
- CCc1c(C)nc2c(OC)cccc2c1SCCC(=O)O
 : i	i
- C=CCn1c(SCC(C)=O)nc2sc3c(c2c1=O)CCC3
 : i	i
- CC(=O)Nc1ccc(C(=O)Cn2c3[n+](c4c(F)c(F)ccc42)CCCCC3)cc1
 : i	i
- O=C(CCN1CCN(c2ccccc2)CC1)NNC(=S)Nc1ccccc1Cl
 : i	i
- Cc1ccc([N+](=O)[O-])cc1N(CC(=O)NCC1CCCO1)S(C)(=O)=O (configuration not stated)
 : i	i
- c1ccc(-c2nc(NC3CC3)nc(-n3ccnc3)n2)cc1
 : i	i
- CC1Cc2cc(S(=O)(=O)N3CCC(C(=O)N(C)Cc4ccccc4)CC3)ccc2N1C(=O)C1CC1 (configuration not stated)
 : i	i
- O=C(O)CCCCCn1c(SCc2cc(=O)n3cc(Cl)ccc3n2)nc2ccsc2c1=O
 : i	i
- O=C1CC2(CCN(C(=O)COc3ccccc3)CC2)Oc2ccccc21
 : i	i
- c1ccc2oc(-c3[nH]ncc3CN3CCC(N4CCSCC4)CC3)cc2c1
 : i	i
- CCOc1ccc(-c2nnc(SCC(=O)O)n2Cc2ccccc2)cc1
 : i	i
- COCCCNC(=O)/C(C#N)=C/c1ccc(OCC(=O)O)c(OC)c1
 : i	i
- C/C=C(/C)C(=O)Nc1cccc(C2=NOC3(C2)C[C@H](C(N)=O)N(C(=O)Cc2ccc([N+](=O)[O-])cc2)C3)c1 (some centres not stated)
 : i	i
- COc1ccc(C/C(N)=N/O)cc1
 : i	i
- CCc1cc2c(=O)c(Oc3ccccc3)c(C)oc2cc1O
 : i	i
- O=C(CSc1ncn[nH]1)Nc1cc(S(=O)(=O)N2CCCC2)ccc1Cl
 : i	i
- CCCCCN(C(=O)CCC(=O)OCC(=O)N1C(C)CCCC1C)c1c(N)n(CCCC)c(=O)[nH]c1=O (configuration not stated)
 : i	i
- CC(=O)N1c2ccc(S(=O)(=O)NCCC(=O)NCc3ccc(N(C)C)cc3)cc2CC1C (configuration not stated)
 : i	i
- Cc1nc2c([nH]c3ccccc32)c(=O)n1N
 : i	i
- CCN(CC)Cc1c(C(=O)OC)nnn1-c1nonc1N
 : i	i
- N#C/C(=C\c1cccs1)C(=O)NCc1ccccc1
 : i	i
- CCOC(=O)c1ccc(NC(=O)c2ccc3c(c2)C(=O)N(CC2CCCO2)C3=O)cc1 (configuration not stated)
 : i	i

An excerpt from above in order of molar mass, low to high:
Screens in order: CHT allo act	CHT inh
- O=C(NCC(=O)N1CCCC1)c1ccccc1F
 : i	i
- c1ccc(-c2nc(NC3CC3)nc(-n3ccnc3)n2)cc1
 : i	i
- O=C(O)CCCCCn1c(SCc2cc(=O)n3cc(Cl)ccc3n2)nc2ccsc2c1=O
 : i	i

Nothing new here: an excerpt of the list.
Screens in order: CHT allo act	CHT inh
- CCc1ccc2nc(N3C(=O)C(O)=C(C(=O)c4ccco4)C3c3cccs3)sc2c1 (configuration not stated)
 : i	i
- CCN(CC)CCCN=C(C)C1=C(O)c2ccccc2C1=O
 : i	i
- CCc1cc2c(=O)c(-c3nc4ccccc4[nH]3)coc2cc1OC(=O)N1CCOCC1
 : i	i

Further results follow:
Screens in order: CHT allo act	CHT inh
- Nc1ccc2nc(SCC(=O)c3ccccc3)sc2c1
 : i	i
- CC(C)CNC(=O)C(=O)NCC1OCCCN1S(=O)(=O)c1cccs1 (configuration not stated)
 : i	i
- COc1ccc(OC)c(CNn2c(-c3cccc(C)c3)nc3ccccc3c2=O)c1
 : i	i
- C/C(N)=C(/C#N)C(=O)COC(=O)c1ccc(OCC2CCCO2)cc1 (configuration not stated)
 : i	i
- CC(C)COP(=O)(OCC(C)C)C(O)c1ccccc1F (configuration not stated)
 : i	i
- COC/C=C/C1=CC2=CC(=O)C(C)(OC(=O)c3cnc4ccccc4n3)C(=O)C2=CN1c1cccc(C#N)c1 (configuration not stated)
 : i	i
- Cc1ccc(CNC(=O)C(Cc2ccccc2)NS(=O)(=O)c2cccs2)cc1 (configuration not stated)
 : i	i
- CCCCN(C(=O)CCC(=O)Nc1cc(C)on1)C(C(=O)NC1CCCC1)c1ccc(F)cc1 (configuration not stated)
 : i	i
- Cc1ccc(NCCC(=O)c2ccc(Cl)cc2)cc1C
 : i	i
- Cn1c(SCC(N)=O)nnc1-c1ccc(S(=O)(=O)N2CCCC2)cc1
 : i	i
- C/C(=N/NC(=O)C1CC1(c1ccccc1)c1ccccc1)c1ccco1 (configuration not stated)
 : i	i
- C=CCOc1ccc(/C(CC)=N/O)cc1OC
 : i	i
- C=CCN(c1ccccc1)S(=O)(=O)c1cccc(C(=O)N(CC)CC(=O)Nc2c(F)cccc2F)c1
 : i	i
- COc1ccc(/C=C2\SC(=S)N(C(C(=O)O)c3ccccc3)C2=O)c(OC)c1 (configuration not stated)
 : i	i
- CCCN(CCC)S(=O)(=O)c1cccc(-c2csc(C)n2)c1
 : i	i
- CCCC(=O)N(CC(=O)Nc1sc(C)c(C)c1C(N)=O)Cc1ccccc1
 : i	i
- O=C(Nc1ccc(COc2ccccc2)cc1)c1cccc([N+](=O)[O-])c1
 : i	i
- Cc1cc(NC(=O)C(C)SCC(=O)OCC(=O)N(Cc2ccccc2)C(C)(C)C)no1 (configuration not stated)
 : i	i
- CCn1c(CNC(=O)c2ccco2)nnc1SCC(=O)Nc1cc(C)c(C)cc1Br
 : i	i
- Cc1ccc2cc(CN(C(=O)C3CCCO3)C3CCCCC3)c(=O)[nH]c2c1 (configuration not stated)
 : i	i
- O=C(Nc1ccc(F)cc1)c1nc2c(nnn2Cc2cccc3ccccc23)c(=O)[nH]1
 : i	i
- Cc1ccc(-n2nc(C)c3c(C(=O)OCC(=O)N(C)C4CCS(=O)(=O)C4)cc(-c4ccccc4)nc32)cc1 (configuration not stated)
 : i	i
- O=C(/C=C(\c1ccc(Cl)cc1)n1cncn1)c1ccc(Cl)cc1
 : i	i
- CCC(NS(=O)(=O)c1ccc(C)cc1)C(=O)N1CCC2(O)CCCCC2C1 (configuration not stated)
 : i	i
- CCN1CCCC1CNC(=O)C1CCN(Cc2nc(-c3cccc(Br)c3)oc2C)CC1 (configuration not stated)
 : 8.3*	i
- CCc1nn(CC(=O)N2CCCCCC2)c(=O)c2cc3ccccc3n12
 : i	i
- O=C(c1ccc(OC2CCN(Cc3ccc(C(F)(F)F)cc3)CC2)cc1)N1CCCCC1
 : i	i
- O=c1c2oc3ccccc3c2[nH]c(=S)n1-c1ccc(F)cc1
 : i	i
- COc1cc(OC)cc(C(=O)OCC(=O)N(C)c2ccccc2)c1
 : i	i
- C=CCOc1ccc(C2C(C(=O)c3ccco3)=C(O)C(=O)N2Cc2cccnc2)cc1 (configuration not stated)
 : i	i
- CNC(=S)N/N=C/c1cn(CCOc2ccc(OC)cc2)c2ccccc12
 : i	i
- Cc1cc2c(cc1C)N(C(=O)CSC1=NCCS1)C(C)(C)c1ssc(=S)c1-2
 : i	i
- COc1ccccc1C(=O)N1C(CC(=O)Nc2ccc(C)c(C)c2)C(=O)NC2CCCCC21 (configuration not stated)
 : i	i
- Cc1ccccc1-n1c(=O)n(Cc2ccccc2)c(=O)c2[nH]cnc21
 : i	i
- Cc1ccc(S(=O)(=O)CCC(=O)Oc2ccc3c(C)cc(=O)oc3c2)cc1
 : i	i
- O=C1NC(c2ccc(-c3ccccc3[N+](=O)[O-])o2)C(C(=O)c2ccccc2)C(O)(C(F)(F)F)N1 (configuration not stated)
 : i	i
- COC(=O)c1cccc(N/C=C(\[N+](=O)[O-])S(=O)(=O)c2ccccc2)c1
 : i	i
- CCCCNC(=S)NCCN1CCN(C(=S)NCCCC)CC1
 : i	i
- O=C(CSc1nnc(SCc2ccccc2)s1)N/N=C/C=C/c1ccco1
 : i	i
- CCOC(=O)C(Cc1ccccc1)c1ccnc2nc(N)nn12 (configuration not stated)
 : i	i
- Cc1cc(C)nc(Sc2nc(C)nc3c2oc2ccccc23)n1
 : i	i
- COC(=O)/C(C#N)=C/c1c(N2CCN(c3cccc(Cl)c3)CC2)nc2c(C)cccn2c1=O
 : i	i
- Cc1cccc2cc(=O)[nH]c(C)c12
 : i	i
- CCCCCCOc1ccc(N2C(=O)CC(NCCc3ccc(S(N)(=O)=O)cc3)C2=O)cc1 (configuration not stated)
 : i	i
- CC#CCN(Cc1ccco1)C(=O)c1ccc(OC2CCN(Cc3ccccn3)CC2)cc1
 : i	i
- CC(C)c1onc(C(=O)N(C)C2CCCCC2)c1[N+](=O)[O-]
 : i	i
- Cc1ccc(NC(=O)CNCC(c2ccccc2)N(C)C)cc1F (configuration not stated)
 : i	i
- CCSc1ccc([C@@H]2[C@H]3C(=O)N(C)C(=O)[C@H]3[C@]3(C(=O)OC)CCCCN23)cc1OC
 : i	i
- CCN(CC)S(=O)(=O)c1ccccc1/C=N\O
 : i	i
- CC1=C(C(=O)OCC2CCCCC2)C(c2cccc(O)c2)NC(=O)N1 (configuration not stated)
 : i	i
- Cc1nn(-c2ccccc2)c(N2CCCC2)c1/C=N/NC(=O)c1ccccc1O
 : i	i
- CC1=C(C(=O)Nc2cccc(C(=O)N3CCN(c4cccc(C(F)(F)F)c4)CC3)c2)SCCO1
 : i	i
- Cc1ccc2c(c1)sc1ncc(NC(=O)c3ccc(F)cc3)c(=O)n12
 : i	i
- CSCC[C@H](NC(=O)CCn1nnc2ccccc2c1=O)C(=O)O
 : i	i
- CCCCCCCC1CC(/C(C)=N/NC(N)=O)OC1=O (configuration not stated)
 : i	i
- Nn1cc(-c2ccccc2)nc1SCC(=O)NC1CCS(=O)(=O)C1 (configuration not stated)
 : i	i
- COc1ccc2oc(C(=O)NC3CCCCC3)c(C)c2c1
 : i	i
- CCSc1ncc(/C=N/Nc2ccc(Cl)cc2)n1C
 : i	i
- O=C(Nc1ccc(O)cc1)C1CCCN1S(=O)(=O)c1ccc(F)cc1 (configuration not stated)
 : i	i
- O=c1[nH]c(-c2ccccn2)nc2ccccc12
 : i	i

(next part)
Screens in order: CHT allo act	CHT inh
- O=C(CCN1CCN(S(=O)(=O)c2ccc(Cl)cc2)CC1)Nc1ccccc1F
 : i	i
- Cc1ccc(NC(=O)N2C3CCCC2CC(NC(=O)C(C)(C)C)C3)cc1 (configuration not stated)
 : i	i
- COc1ccccc1-n1c(C)cc(SC)c(C(C)=O)c1=S
 : i	i
- COC(=O)[C@H](Cc1c[nH]c2ccccc12)NC(=O)NCc1ccc(OC)c(OC)c1
 : i	i
- CSc1ccc(CNC(=O)C2CCC(=O)N(CCc3cccc(F)c3)C2)cc1 (configuration not stated)
 : i	i
- CC(=O)Nc1c(O)nc(C)[nH]c1=O
 : i	i
- Cc1ccc(NC(=O)CN(C)S(=O)(=O)c2ccc3c(c2)c(=O)n(C)c(=O)n3C)cc1
 : i	i
- Oc1ccccc1-c1csc(-c2ccccc2)n1
 : i	i
- C[C@H](N)C(=O)OCc1ccc([N+](=O)[O-])cc1
 : i	i
- CCCc1nc(-c2cc3ccc(C)cc3[nH]c2=O)no1
 : i	i
- Cc1ccc(C(C(=O)NC2CCCCC2)N(CCC(C)C)C(=O)CNC(=O)c2ccco2)o1 (configuration not stated)
 : i	i
- CCOc1ccc(CN2CCNC(=O)C2CC(=O)NCCCn2ccnc2)cc1 (configuration not stated)
 : i	i
- C=CCC(=O)NC1CCCc2c1cnn2-c1cc(F)cc(F)c1 (configuration not stated)
 : i	i
- CC[C@H](C)Cc1cn([C@@H](CCCCNC(=O)OC(C)(C)C)C(=O)NCCCCCCCCCCC(=O)N2CCN(C(=O)OC(C)(C)C)CC2)nn1
 : i	i
- CC1CC(C)CN(C(=O)c2cc3c(=O)n4ccccc4nc3s2)C1 (configuration not stated)
 : i	i
- O=C(Nc1ccc(Cl)cc1)N1CCSCC1
 : i	i
- Cc1ccc(C2CC(c3ccc(F)cc3)Nc3nc(N)nn32)cc1 (configuration not stated)
 : i	i
- COc1ccc(CC(=O)Oc2ccc(C)cc2Br)cc1OC
 : i	i
- O=C1NC(=Nc2ccc(O)cc2)S/C1=C/c1ccco1
 : i	i
- COc1ccc(NC(=O)Nc2cccc(C)n2)cc1
 : i	i
- Cc1ccnc(NS(=O)(=O)c2ccc(NC(=O)c3ccc(S(=O)(=O)N4CCCC4)cc3)cc2)n1
 : i	i
- COc1ccc2nc(N3C(=O)/C(=C/c4ccccc4)NC3=S)sc2c1
 : i	i
- CC(C)n1c(O)c(N=Nc2ccccn2)c2ccccc21
 : i	i
- Cc1c(Cc2c(C)n(C)n(-c3ccccc3)c2=O)c(=O)n(-c2ccccc2)n1C
 : i	i
- Cn1c(=O)cc(SCC(=O)Nc2ccccn2)c2ccccc21
 : i	i
- CS(=O)(=O)c1ccc(Cl)c(NC(=O)COC(=O)c2ccc(-n3cnnn3)cc2)c1
 : i	i
- CSCCC(NC(=O)c1ccco1)C(=O)Nc1ccc(C)c(S(=O)(=O)N2CCOCC2)c1 (configuration not stated)
 : i	i
- Cn1c(NCc2cc(Br)ccc2O)nc2ccccc21
 : i	i

Compound activity (PubChem BioAssay)
